Yfh1-off respiration: mitochondrial function rescue without frataxin homolog – Friedreich's ataxia, plus single-dose screen, dose response (AID 1465); S. cerevisiae Yfh1-off respiration, WST-1 reduction, 72 h; higher fold induction means a stronger effect; hit rate 0.074% among 220,000; fold induction at 50 µM; hits with a dose series show EC50 in µM;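 active means fold induction of absorbance versus untreated yeast above a set limit, then at least 30% activation at any dose in follow-up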;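 further: activators that raise dye reduction in frataxin-depleted yeast; strong numbers were not always called active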
WT yeast gro inh: growth inhibition of WT yeast, mitochondrial fusion screen; mitochondrial fusion phenotypic screen, WT strain; inhibition, % at 10 µM; hit rate 2.1% among 190,000; AID 1362; in the data active means inhibition above about 58%; tested in S. cerevisiae
bCat nuc transl: modulators of beta-catenin nuclear translocation; HeLa beta-catenin nuclear translocation, immunofluorescence imaging; hit rate 0.3% among 190,000; nuclear translocation activity, % at 5 µM;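 active means nuclear translocation activity above 50% at 5 µM, with a well cell count of 50 or more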;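 further: per-cell ratio of nuclear to cytoplasmic median beta-catenin stain intensity; plate controls were DMSO negative control for no effect and GSK-3 inhibitor IX positive control for full effect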
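Test system: human HeLa cells, endogenous beta-catenin. Times: 24 h compound exposure, 37°C. Measured by: beta-catenin immunofluorescence imaging with DAPI.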
Dynein cargo inh: dynein cargo transport inhibition. 3617.4 mouse cells, GR-EGFP nuclear translocation imaging; test concentration mostly 20 µM; stimulated with dexamethasone, 1 µM; stronger effect = lower value. z-score, hits read low. hit rate 0.47% among 220,000. AID 1381;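 active means plate z-score of nuclear minus cytoplasmic receptor signal below a set negative limit, without overly bright fluorescence or cell loss, cut at about -3.5 in these data, passing the limit was not always enough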;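 further: z-score of nuclear minus cytoplasmic ring GR-EGFP intensity difference per well; some compounds called inactive have numbers as strong as hits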
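Buffer or medium: Induction medium lacking tetracycline, stripped serum | Also added: Dexamethasone agonist, 1.0 µM final, for 30 min | Timing: 48 h induction, 1 h compound, 30 min dex at 37 °C | Detection: Formaldehyde fixation, Hoechst nuclear stain, 10x automated fluorescence imaging | Measure: Nuclear versus cytoplasmic GR-EGFP signal, averaged per well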
Autophagy mod: autophagy modulation, high-content screen | MEF GFP-LC3 puncta imaging; test concentration mostly 10 µM | calls only at 10 µM (by protocol) | hit rate 0.98% among 190,000 | AID 463193;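 active means percentage of spot-positive cells more than 3 SD above its plate mean, without a fluorescence outlier flag or 80% toxicity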;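 further: spot-positive cell cutoff set from DMSO-treated cells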
Ins promoter up: MIN6 insulin promoter up-regulation. MIN6 insulin promoter-GFP reporter, high-content imaging; stronger effect = higher value. z-score at 5 µM. AID 1625. hit rate 0.3% among 190,000;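 active means z-score above 3 at 5 µM with at least 500 cells counted in the well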
MT stabilizer: stabilizes microtubules in HeLa cells; HeLa tubulin immunostaining HCS, 24 h; share of cells brighter than vehicle mean+2SD; % tubulin-high responders, % at 10 µM; hit rate 0.83% among 200,000; AID 2205;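 active means plate Z-score above 3 for both tubulin-high and condensed-nucleus cell shares, with cell loss under 80%, at 10 µM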;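 further: anti alpha tubulin signal scored within the nucleus-defined area of each cell; some results filed as inactive read as strong as hits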
Hep lipid drop: hepatic lipid droplet formation modulation | AML12 mouse hepatocytes, oleate lipid droplets, BODIPY imaging | inhibition, % at 6.5 µM | hit rate 0.4% among 240,000 | AID 1656;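 active means lipid droplet intensity inhibited by at least 50%, with more than 500 cells counted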
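Material: mouse AML12 hepatocyte cell line, fixed after treatment; Timing: compound with oleate, overnight; Technique: high-content imaging of BODIPY-stained droplets and DAPI nuclei; Probe or stimulus: oleate, 100 µM final; Dosing: compound at 6.5 µM only.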
NOD2 inhibition: NOD2 signaling inhibitors, cell-based, luminescence, uHTS, HEK293 (AID 1566) | HEK293 NOD2/NF-kB luciferase reporter, luminescence; higher % means a stronger effect | inhibition, % at 4 µM; hits with a dose series show EC50 in µM | hit rate 0.63% among 290,000; in the data active means inhibition above about 50%; further: many of its hits are not listed in these tables
WT yeast gro inh mutant strain: recorded beside WT yeast gro inh, whose call it bears; inhibition, %; mitochondrial fusion phenotypic screen, mutant strain inhibition
Dynein cargo inh cytoplasmic EGFP: recorded beside Dynein cargo inh, whose call it bears; z-score; measured here: cytoplasmic GR-EGFP intensity; stronger effect = higher value
Dynein cargo inh nuclear GR-EGFP: further read-out of Dynein cargo inh, marked with its call; z-score; measured here: nuclear GR-EGFP intensity;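 lower value marks the stronger effect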
Dynein cargo inh cell count: recorded beside Dynein cargo inh, whose call it bears; z-score; measured here: cell count per field
Ins promoter up cell count: further read-out of Ins promoter up, marked with its call; cell count; measured here: cytotoxicity, nuclei count;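 total cells summed across four imaged fields per well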
Hep lipid drop cells 6.5 µM: second read-out of Hep lipid drop, no call of its own (marks repeat the call); cell count; measured here: cell count, cytotoxicity flag;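 cells counted across two imaged fields per well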
bCat nuc transl cell count 5 µM: further read-out of bCat nuc transl, marked with its call; cell count; measured here: cell count, cytotoxicity flag
MT stabilizer Hoechst-high %: second read-out of MT stabilizer, no call of its own (marks repeat the call); % Hoechst-high responders; measured here: nuclear condensation Hoechst responders;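 share of cells brighter than vehicle mean plus two SD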
MT stabilizer cytotoxicity %: also measured in MT stabilizer; calls as there; toxicity, %; measured here: cytotoxicity by cell density;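 0% = mean cell density of plate MIN control wells and 100% = no cells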
Autophagy mod cell loss 18 h: recorded beside Autophagy mod, whose call it bears; toxicity, %; measured here: cell loss, nuclei count;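 cell loss after 18 h compound exposure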
Starred values were filed as active, the others as inactive; i = inactive; . = no result given; + = active, no number. Not all compounds are listed; count on the stated rates, not on these rows.

Molecule,Yfh1-off respiration,WT yeast gro inh,WT yeast gro inh mutant strain,bCat nuc transl,bCat nuc transl cell count 5 µM,Dynein cargo inh,Dynein cargo inh cytoplasmic EGFP,Dynein cargo inh nuclear GR-EGFP,Dynein cargo inh cell count,Autophagy mod,Autophagy mod cell loss 18 h,Ins promoter up,Ins promoter up cell count,MT stabilizer,MT stabilizer Hoechst-high %,MT stabilizer cytotoxicity %,Hep lipid drop,Hep lipid drop cells 6.5 µM,NOD2 inhibition
CCC(C)(C)NC(=O)C(c1ccccc1F)N(Cc1ccco1)C(=O)c1csnn1 (stereo not drawn),i,-19,7,-1.2,1384,-0.44,-0.2,0.03,0.21,i,-9,-0.08,1401,3.8,3.2,5.7,.,.,4%
Cc1nc2c3ccccc3n(CC(=O)c3ccc(F)cc3)c(=O)n2n1,i,16,8,.,.,-0.012,-0.13,0.22,-0.26,i,3,-0.79,934,5.0,3.2,7.5,.,.,-45%
Cc1oc(-c2cccc(F)c2)nc1CN1CCCCC1CCc1ccccn1 (stereo not drawn),i,8,9,-0.4,944,0.52,-0.2,0.72,-1,i,-13,.,.,3.5,0.6,6.5,10,716,-5%
COc1cc(-c2cc(C(=O)Nc3ccc(S(=O)(=O)Nc4ncccn4)cc3)c3ccccc3n2)cc(OC)c1OC,i,.,.,1.3,1084,-0.91,-0.29,-0.49,1.3,.,.,0.1,1340,.,.,.,-5,644,1%
COc1ccc(C(NC(=O)c2c(F)c(F)c(F)c(F)c2F)c2ccccc2)cc1 (stereo not drawn),i,29,7,-2.3,1144,-1.2,-0.13,-0.49,0.053,i,22,-3,612,4.7,2.1,6.6,2,660,0%
CCCCOC(=O)Nc1ccc(S(=O)(=O)Nn2cnnc2)cc1,i,-3,-4,.,.,0.83,-0.25,1.1,-0.57,i,9,2.4,1297,2.8,2.8,6.7,-4,793,2%
COc1cc(C2NC(=O)CS2)cc(OC)c1OC (stereo not drawn),i,-4,-16,-2.4,626,-0.09,-0.2,1,-0.66,i,-9,0.1,1190,1.4,2.9,9.2,-7,746,17%
CC(C)CNC(=S)NNC(=O)c1nn(C)cc1Cl,i,-15,0,-2.6,1241,0.93,-0.29,0.6,0.49,i,-2,-0.11,1210,1.9,1.7,16,8,788,25%
N#CNC(=Nc1cccc(F)c1)SCc1ccccc1F,i,11,17,0.7,891,0.063,-0.21,0.15,-0.28,i,1,0.04,1247,2.0,2.3,11,35,677,29%
Cc1ccc2c(c1)COc1c3ccc(C(=O)N[C@@H](C)CO)cc3nn1-2,i,.,.,0.7,1151,0.66,-0.7,0.47,-0.46,.,.,0.13,631,.,.,.,.,.,-64%
CN(CCNC(=O)CCCOc1cc(=O)n(C)c2ccccc12)Cc1ccccc1,i,1,0,-0.7,1123,1.8,0.13,0.55,-2.3,i,4,-1.2,1330,3.3,2.3,5.9,-11,714,1%
CC(C)(C)NC(=O)NC(=O)CN1CCCCC1,i,-3,8,-3.5,1080,-0.46,-0.24,-0.37,0.6,i,-2,-0.54,1382,2.2,1.7,5.9,17,692,5%
CC(C)C1Cc2nc(Cl)c(C#N)cc2CO1 (stereo not drawn),i,.,.,-1.8,1113,0.38,-0.18,0.09,-0.06,.,.,0.36,1398,.,.,.,-1,701,-2%
Nc1cccc(S(=O)(=O)Nc2ccc(SC(F)F)cc2)c1,i,.,.,1.6,1353,-0.38,-0.22,-0.072,0.084,.,.,-0.38,1021,.,.,.,-9,709,20%
Cn1nc(C(C)(C)C)c(NC(=O)c2cccs2)c1C(C)(C)C,i,.,.,-3.5,1148,-0.15,-0.27,-0.12,0.49,.,.,-0.43,1420,.,.,.,8,730,15%
O=C(O)c1cn(C2CC2)c2cc(N3CCN(S(=O)(=O)c4ccc5c(c4)OCCO5)CC3)c(F)cc2c1=O,i,-11,11,-2.9,1042,0.82,-0.35,0.86,0.08,i,8,-2.9,1447,2.1,1.1,4.8,21,730,29%
CC(C)CNC(=O)CC(=O)NN=C1CCCC1,i,6,-11,-2.1,556,-0.76,-0.26,0.12,0.57,i,23,-0.52,1215,6.4,1.7,12,7,770,-10%
CCc1ccc(S(=O)(=O)NCCc2csc(-c3ccccc3)n2)s1,i,-11,23,-1.0,1101,1.9,-0.22,0.97,-0.88,i,3,-0.8,1702,4.4,2.3,5.7,-32,649,20%
CCCCOc1ccc(-c2nnc(-c3cc[n+](C)cc3)o2)cc1,i,-19,-4,1.3,837,0.88,-0.32,0.82,-0.38,i,8,0.23,1546,2.9,1.1,10,8,720,-22%
CCOc1ccccc1-n1c(COc2ccc(C)cc2)nnc1SCC(N)=O,i,-6,-18,-0.8,1244,0.56,-0.18,0.38,-0.61,i,-12,0.42,1131,1.6,1.6,7.2,9,737,16%
COc1ccc(OC)c2[nH]c(=O)c(CCNC(=O)C(=O)c3c[nH]c4ccccc34)cc12,i,0,-6,0.3,1044,-0.029,-0.24,-0.37,0.74,i,5,-0.4,1362,2.1,1.5,4.2,5,691,22%
O=C(Nc1ccccc1-c1ccccc1)c1cccc([N+](=O)[O-])c1,i,24,7,0.4,1398,-0.041,-0.033,-0.21,0.38,i,-4,0.74,1447,2.1,1.3,6.0,.,.,-8%
CC(C)OC(=O)/C(=C\c1cccnc1)NC(=O)c1ccccc1,i,-1,8,-2.5,1108,-0.35,1.6,0.8,-0.78,+,13*,-0.08,1223,1.4,1.7,7.0,-5,742,14%
Cc1cccc(C)c1NC(=O)N1CCN(C2CCCCC2)CC1,i,-19,-15,3.3,505,-0.17,-0.22,0.14,-0.56,i,-2,.,.,2.9,1.7,1.2,24,800,-1%
O=C(Cn1cc2c(n1)CCCCC2)Nc1c(F)c(F)cc(F)c1F,i,14,0,-6.5,1123,0.34,-0.16,0.5,-0.29,i,8,-1.2,1022,3.5,4.5,9.0,.,.,2%

Record cards, from the list above. Order of screens: Yfh1-off respiration	WT yeast gro inh	WT yeast gro inh mutant strain	bCat nuc transl	bCat nuc transl cell count 5 µM	Dynein cargo inh	Dynein cargo inh cytoplasmic EGFP	Dynein cargo inh nuclear GR-EGFP	Dynein cargo inh cell count	Autophagy mod	Autophagy mod cell loss 18 h	Ins promoter up	Ins promoter up cell count	MT stabilizer	MT stabilizer Hoechst-high %	MT stabilizer cytotoxicity %	Hep lipid drop	Hep lipid drop cells 6.5 µM	NOD2 inhibition
Nc1cccc(S(=O)(=O)Nc2ccc(SC(F)F)cc2)c1 across the screens: i	.	.	1.6	1353	-0.38	-0.22	-0.072	0.084	.	.	-0.38	1021	.	.	.	-9	709	20%
O=C(Nc1ccccc1-c1ccccc1)c1cccc([N+](=O)[O-])c1 across the screens: i	24	7	0.4	1398	-0.041	-0.033	-0.21	0.38	i	-4	0.74	1447	2.1	1.3	6.0	.	.	-8%
CC(C)C1Cc2nc(Cl)c(C#N)cc2CO1 (stereo not drawn) across the screens: i	.	.	-1.8	1113	0.38	-0.18	0.09	-0.06	.	.	0.36	1398	.	.	.	-1	701	-2%
COc1cc(C2NC(=O)CS2)cc(OC)c1OC (stereo not drawn) across the screens: i	-4	-16	-2.4	626	-0.09	-0.2	1	-0.66	i	-9	0.1	1190	1.4	2.9	9.2	-7	746	17%

Next part.
Molecule,Yfh1-off respiration,WT yeast gro inh,WT yeast gro inh mutant strain,bCat nuc transl,bCat nuc transl cell count 5 µM,Dynein cargo inh,Dynein cargo inh cytoplasmic EGFP,Dynein cargo inh nuclear GR-EGFP,Dynein cargo inh cell count,Autophagy mod,Autophagy mod cell loss 18 h,Ins promoter up,Ins promoter up cell count,MT stabilizer,MT stabilizer Hoechst-high %,MT stabilizer cytotoxicity %,Hep lipid drop,Hep lipid drop cells 6.5 µM,NOD2 inhibition
CNC(=O)C(=O)N/N=C/c1ccc(Br)cc1,i,-4,13,0.1,1477,0.56,-0.39,0.21,0.34,i,26,-0.04,1400,1.3,1.8,1.9,3,682,-9%
Cc1ccc(S(=O)(=O)N2CCOCC2)cc1NC(=O)COC(=O)c1n[nH]c(=O)c2ccccc12,i,-6,8,-0.9,1082,-0.0093,-0.26,0.43,0.23,i,8,-0.46,1281,3.8,2.2,6.4,-1,649,15%
CCn1c(SCC(=O)NCC(=O)Nc2ccc(F)cc2)nnc1-c1ccncc1,i,-20,-7,2.5,1420,1.1,-0.27,0.84,-0.51,i,5,0.63,1494,4.0,1.8,1.8,.,.,-20%
O=C(CSc1nc(-c2ccccc2)cc(C(F)(F)F)n1)NCc1cccs1,i,-5,-3,0.3,856,0.74,-0.19,0.78,-1.4,i,-15,0.68,1235,1.8,2.5,12,-4,619,16%
Cn1c(=O)c2c(nc(CN3CCN(C(=O)c4ccco4)CC3)n2CCc2ccccc2)n(C)c1=O,i,-3,9,-1.9,938,-0.24,-0.06,0.15,1.4,i,6,0.05,1285,1.5,4.5,11,.,.,23%
CCOC(=O)c1c(C)c(-c2ccccc2)n(CC(=O)NCCCN(CC)CC)c1C,i,0,-9,-1.7,1050,0.2,-0.21,0.21,0.62,i,2,0.96,1319,2.8,2.4,8.3,-28,777,5%
COc1ccccc1CNC(=O)c1ccc(S(=O)(=O)N2CCCC2)cc1,i,13,-8,2.5,1371,0.2,-0.23,-0.14,0.46,i,1,-0.45,1312,0.6,1.1,9.3,.,.,12%
CCCC(=O)Nc1ccc(C(=O)NN2C(=O)c3ccccc3C2=O)cc1,i,-6,8,-0.6,1087,-0.54,-0.22,-0.32,-0.051,i,13,-0.47,1435,4.6,2.6,6.4,-72,504,5%
C/C(Cn1nnc2ccccc21)=N\NC(=O)c1cccc(Br)c1,i,-9,10,-0.8,576,-0.42,0.066,0.039,0.098,i,-4,0.07,1198,1.8,2.9,3.2,2,657,-1%

Bioassay records as filed in PubChem BioAssay.
